GCN5L2 inh: GCN5L2 (KAT2A) acetyltransferase inhibition; Potency, µM (highest dose often 58.9 µM), for inactives: at the top dose activity change, negative = inhibition, usual class: inhibitors; 390,000 compounds, 0.21% hits; GCN5L2 HAT assay, ThioGlo1 CoA-SH fluorescence; AID 504327
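Fluorescence readout, Ex340nm/Em540nm: ThioGlo1 (50uM final) reacts with free CoA thiol released as 20nM GCN5L2 acetylates H3(1-25) peptide (75uM) using acetyl-CoA (70uM). Compound and enzyme sat 15 min beforehand; 20 min room-temperature reaction.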
N370S GC mod: N370S glucocerebrosidase modulation, Gaucher chaperone candidate. Potency, µM (highest dose often 59.4 µM), for inactives: top-dose activity change, negative = inhibition, actives largely listed as inhibitors. P04062. 330,000 compounds, 0.092% hits. N370S GC spleen homogenate, 4MU-glucoside fluorescence;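 note: 0% = full enzyme activity and -100% = no enzyme basal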
FEN1 inh: human FEN1 inhibition; Recombinant FEN1 flap cleavage, fluorescence, 15 min; Potency, µM (top dose mostly 114 µM), for inactives: at the highest dose activity change, negative = inhibition, actives largely listed as inhibitors; 390,000 compounds, 0.35% hits; note: nearly all actives have a fitted effect of over 65% in size
Target sequence (P39748 whole entry, looked up): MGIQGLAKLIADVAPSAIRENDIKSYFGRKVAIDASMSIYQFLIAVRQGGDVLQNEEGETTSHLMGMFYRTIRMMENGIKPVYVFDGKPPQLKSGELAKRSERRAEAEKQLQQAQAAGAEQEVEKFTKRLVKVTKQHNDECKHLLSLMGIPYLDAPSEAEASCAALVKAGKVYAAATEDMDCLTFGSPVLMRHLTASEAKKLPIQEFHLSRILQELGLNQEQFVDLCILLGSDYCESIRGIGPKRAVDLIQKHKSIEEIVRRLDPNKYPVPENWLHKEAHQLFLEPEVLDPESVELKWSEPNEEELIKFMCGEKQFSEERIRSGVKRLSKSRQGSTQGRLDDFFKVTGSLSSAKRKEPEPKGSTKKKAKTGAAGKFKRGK
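Recombinant FEN1 (10 nM) was preincubated with pin-transferred compounds for 15 min at room temperature, then flap DNA substrate (50 nM final) was added. Plates were read at 0 and 15 min, and normalized concentration–response data were fitted to a four-parameter Hill equation.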
* = called active by the depositor; ? = inconclusive; . = no result given. Calls come from the whole dose curve; as a rule, active = well fitted curve in the direction sought with a large enough effect; inconclusive = small, poorly fitted or top-dose-only effect, or another doubt; inactive = no such curve, though single readings can be large; an effect the other way counts as inactive or inconclusive. Unless noted, % is set by controls: 0 for no effect and ±100 for the full control effect; potency is the fitted concentration of half-maximal effect.

no. | Molecule | GCN5L2 inh | N370S GC mod | FEN1 inh
1 | CCC(C)NC(=O)CCS(=O)(=O)c1ccc2c(c1)n(C)c(=O)c(=O)n2C (stereo not drawn) | 0% | -3% | 22%
2 | COC(=O)c1c(C)oc(C)c1S(=O)(=O)NCc1ccc(Cl)cc1 | -7% | -2% | -19%
3 | N#Cc1ccccc1S(=O)(=O)N1CCN(CC(=O)Nc2ccnn2C2CCCC2)CC1 | -1% | -17% | -5%
4 | Cn1c(=O)c2c(nc(NCc3ccc4c(c3)OCO4)n2Cc2ccccc2F)n(C)c1=O | -5% | 3% | 4%
5 | Cc1cccc(N2C(=O)CS/C2=N\NC(=O)c2cccnc2)c1C | -4% | -16% | -7%
6 | COCCNC(=O)C(OC(=O)c1cc2oc(C)cc2n1C)C(C)C (stereo not drawn) | ? | -3% | -4%
7 | CC12CCC(C(=O)N3CCCc4ccccc43)(OC1=O)C2(C)C (stereo not drawn) | -1% | -10% | -5%
8 | CCC(C)(C)NC(=O)CN(CC1CCCO1)C(=O)CCC(=O)Nc1nccs1 (stereo not drawn) | -7% | -16% | 1%
9 | CC(C)c1ccc(C2c3[nH]c4ccccc4c3C[C@H]3C(=O)N(c4ccccc4C(=O)N4CCC[C@H]4C(=O)O)C(=O)N23)cc1 (stereo partly drawn) | -28% | 2% | 7%
10 | COc1ccccc1OCC(=O)Nc1cc(Cl)ccc1N1CCCCC1 | -9% | . | -14%
11 | Cn1c(C(=O)NCc2cccc(Cl)c2)cc2oc3ccccc3c21 | -8% | . | -1%
12 | CC(C)OP(=O)(c1ccc(N(C)C)cc1)C(O)c1ccccc1F (stereo not drawn) | -2% | 4% | 1%
13 | COCC1CCN(C(=O)C2CCN(c3nc(-c4ccccc4)nc4c3CCC4)CC2)C1 (stereo not drawn) | -2% | -9% | -1%
14 | CC(C)c1ccc(NC(=O)CSc2ncc3c(n2)-c2ccccc2N(C)S3(=O)=O)cc1 | 6% | . | -5%
15 | Cn1cc(S(=O)(=O)N2CCCCC2)cc1C(=O)N1CCN(c2ccccc2F)CC1 | -9% | . | -7%
16 | CC(C)c1onc(C(=O)N2CCCCC2)c1[N+](=O)[O-] | -5% | 20% | 1%
17 | O=C(OCC#Cc1c(COC(=O)c2ccccc2)nnn1Cc1ccccc1)c1ccccc1 | -11% | 19% | 1%
18 | CO/N=C1\CCn2c1c(C)c1ccccc12 | -2% | 14% | 4%
19 | CCN(CC)CCNC(=O)c1[nH]c2ccccc2c1Sc1ccc(Cl)cc1 | -1% | . | 5%
20 | COC(=O)c1cc(=O)c2cccc(OC)c2[nH]1 | -6% | ? | 7%
21 | CCCS(=O)(=O)c1c(S(=O)(=O)CCC)c2ccccn2c1C(=O)OC | 1% | 1% | -4%
22 | C#CCN(C#N)c1nc(NCC)nc(NC(C)C)n1 | 2% | 10% | 2%
23 | O=C(CSC(=S)N1CCSCC1)c1ccccc1 | -12% | 4% | -6%
24 | COc1cccc(NC(=O)COC(=O)c2nc(Cl)ccc2Cl)c1 | -3% | 11% | -11%
25 | OC(COc1ccc(Cl)cc1Cl)CN1CCc2ccccc2C1 (stereo not drawn) | -6% | -21% | -13%
26 | COc1cc(Cl)ccc1OCc1cc(C(=O)N(C)Cc2cccc3cnccc23)no1 | -22% | -1% | 0%
27 | CC(=O)c1c(C)[nH]c(C(=O)COC(=O)c2cccs2)c1C | 0% | . | -1%
28 | BrC(/C=C\c1ccccc1)=N/Nc1nc(N2CCOCC2)nc(N2CCOCC2)n1 | 0% | 12% | -20%
29 | Cc1cc(NC(=O)CSc2nnc(-c3cccc(F)c3)n2N)no1 | -7% | . | 20%
30 | CC(C)C[C@@H](C(=O)NCc1ccco1)N1C(=O)N2CCc3c([nH]c4ccccc34)[C@@]2(C)C1=O | -10% | -7% | 0%

Profiles from above:
Record of `OC(COc1ccc(Cl)cc1Cl)CN1CCc2ccccc2C1` (stereo not drawn) = GCN5L2 inh = -6%; N370S GC mod = -21%; FEN1 inh = -13%
Record of `COc1cccc(NC(=O)COC(=O)c2nc(Cl)ccc2Cl)c1` = GCN5L2 inh = -3%; N370S GC mod = 11%; FEN1 inh = -11%

The list goes on.
no. | Molecule | GCN5L2 inh | N370S GC mod | FEN1 inh
31 | CCC(=O)N1N=C(c2ccc(C)cc2)CC1c1ccco1 (stereo not drawn) | -3% | 0% | 6%
32 | CC(C)c1ccc(/C=C/c2ccc(=O)n(C)n2)cc1 | -1% | 7% | -11%
33 | CC1CCc2cc(F)cc3c(O)c(C(=O)NCC4CCCO4)c(=O)n1c23 (stereo not drawn) | 0% | 15% | -4%
34 | C=CCCC(=O)N1CCC(Oc2cccc(C(=O)NCc3ccccn3)c2)CC1 | -9% | -2% | 3%
35 | CC1(C)CCC(=O)N2CC[C@H]3C[C@H](OC(=O)Nc4ccc5c(c4)OCO5)C[C@@H]1[C@H]32 | -2% | 2% | -5%
36 | O=C(C[C@H]1C/C=C\C[C@H](NC(=O)OCC2c3ccccc3-c3ccccc32)C(=O)OC[C@H]2CCCN2C1=O)NCCO | 0% | . | -14%
37 | Cc1nc(-c2ccccc2)sc1C(N)=O | -5% | 6% | -3%
38 | N[C@@H](C(=O)O)c1ccc(C(=O)O)c(O)c1 | -5% | -11% | .
39 | C[C@]12CC[C@H](O)CC1=CCC1C2CC[C@@]2(C)C1CCC21OCCO1 (stereo partly drawn) | -4% | . | 7%
40 | COC(=O)C(C)Sc1ncnc2c1c(-c1ccccc1)cn2-c1ccc(F)cc1 (stereo not drawn) | -5% | . | 6%
41 | CC(C)Cc1nc(SCC(=O)NCC2CCCO2)c2c(=O)n(C)c(=O)n(C)c2n1 (stereo not drawn) | -1% | -4% | -8%
42 | O=C(CN1CCc2ccccc2C1)NC1CCCC1 | -10% | 2% | -11%
43 | COC(=O)CSc1nc(NCc2ccccc2)nc(N(C)C)n1 | -12% | -5% | 16%
44 | COc1ccc(C(=O)NCC(c2ccc(Cl)cc2)N2CCCCC2)cc1 (stereo not drawn) | -8% | . | -7%
45 | Cc1cc(Nc2ccc(Cl)cc2)n(-c2cccc(Cl)c2)n1 | -5% | 0% | -14%
46 | COCCCNc1nc(NCc2ccccc2OC)c2cnn(C)c2n1 | 13% | . | 3%
47 | N/C(=N/OC(=O)c1cccc([N+](=O)[O-])c1)c1cccc([N+](=O)[O-])c1 | -1% | 19% | -2%
48 | COc1cc(NS(C)(=O)=O)c(OC)cc1NC(=O)c1cccc(F)c1 | -16% | 5% | -3%
49 | COc1ccc(OC)c(NCc2cccn2-c2nnc(N3CCCCC3)s2)c1 | 0% | . | -22%
50 | COc1cccc(OCc2cc(C(=O)N(C)CCC3CCCCO3)no2)c1 (stereo not drawn) | -7% | -6% | -12%
51 | COc1cc(C(=O)N2C(=O)CCC2=O)cc(OC)c1OC | 2% | -6% | 12%
52 | COc1ccc(-c2noc(CCCCC(=O)N3CCN(c4cc(C)ccc4C)CC3)n2)cc1 | -13% | . | -25%
53 | C=CCOC(=O)C1=C(C)NC(=O)NC1c1ccc(OC(=O)c2ccco2)c(OC)c1 (stereo not drawn) | -9% | -5% | 13%
54 | COc1ccc(OCc2nnc(NC(=O)Nc3ccccc3F)s2)cc1 | -8% | -9% | 1%
55 | O=C(CN1C(=O)NC2(CCc3ccccc32)C1=O)c1ccc2c(c1)OCCO2 (stereo not drawn) | 0% | -1% | -5%
56 | COC(=O)C1=C(N)OC2=C(C(=O)CCC2)C1c1ccccc1OC (stereo not drawn) | 1% | -5% | 11%
57 | Cc1cccc(-n2ccnc2SCC(=O)Nc2ccc3c(c2)OCO3)c1 | -1% | . | -15%
58 | N#CCCn1cc(C(=O)Nc2ccc([N+](=O)[O-])cc2)c(-c2cccs2)n1 | -6% | -6% | 11%
59 | CCOC(=O)Cc1csc(NC(=O)CCN2C(=O)c3cccc([N+](=O)[O-])c3C2=O)n1 | -4% | 4% | 0%
60 | Cn1c(SCC(=O)N2CCOCC2)nc2sc3c(c2c1=O)CCCC3 | 3% | 2% | -5%

Some of the entries above in another layout.
Under each structure: GCN5L2 inh	N370S GC mod	FEN1 inh
52: COc1ccc(-c2noc(CCCCC(=O)N3CCN(c4cc(C)ccc4C)CC3)n2)cc1
  -13%	.	-25%
56: COC(=O)C1=C(N)OC2=C(C(=O)CCC2)C1c1ccccc1OC (stereo not drawn)
  1%	-5%	11%
59: CCOC(=O)Cc1csc(NC(=O)CCN2C(=O)c3cccc([N+](=O)[O-])c3C2=O)n1
  -4%	4%	0%
51: COc1cc(C(=O)N2C(=O)CCC2=O)cc(OC)c1OC
  2%	-6%	12%
42: O=C(CN1CCc2ccccc2C1)NC1CCCC1
  -10%	2%	-11%

Shown with two lines to a compound: 6 of the compounds above.
Below each SMILES – GCN5L2 inh | N370S GC mod | FEN1 inh
(55) O=C(CN1C(=O)NC2(CCc3ccccc32)C1=O)c1ccc2c(c1)OCCO2 (stereo not drawn)
→ 0% | -1% | -5%
(47) N/C(=N/OC(=O)c1cccc([N+](=O)[O-])c1)c1cccc([N+](=O)[O-])c1
→ -1% | 19% | -2%
(32) CC(C)c1ccc(/C=C/c2ccc(=O)n(C)n2)cc1
→ -1% | 7% | -11%
(48) COc1cc(NS(C)(=O)=O)c(OC)cc1NC(=O)c1cccc(F)c1
→ -16% | 5% | -3%
(54) COc1ccc(OCc2nnc(NC(=O)Nc3ccccc3F)s2)cc1
→ -8% | -9% | 1%
(43) COC(=O)CSc1nc(NCc2ccccc2)nc(N(C)C)n1
→ -12% | -5% | 16%

More entries
no. | Molecule | GCN5L2 inh | N370S GC mod | FEN1 inh
61 | Cc1ccc(CCNS(=O)(=O)c2ccc3c(c2)CCN3C(=O)CCC(=O)O)cc1 | -11% | . | 34%
62 | O=C(N/N=C/c1ccc[nH]1)c1cc(-c2cccs2)nc2ccccc12 | -4% | 17% | -1%
63 | O=C(Nc1ccc(NS(=O)(=O)c2ccccc2)cc1)c1ccccc1 | -2% | -1% | -7%
64 | Cc1cc([N+](=O)[O-])cc(C)c1OCC(=O)N/N=C/c1ccc(OC(=O)c2ccccc2Br)cc1 | 2% | -5% | -9%
65 | CCCCOc1ccc(NC(=O)CN2CCN(CC)CC2)cc1 | -7% | -16% | 10%
66 | NC(=O)C1=C[C@@H](c2ccc(C(F)(F)F)cc2)C[C@@H](OCc2ccc(CO)cc2)O1 | 3% | 11% | -23%
67 | CC(C)N1CCC(N2CCN(C/C=C/c3ccc(F)cc3)CC2CCO)CC1 (stereo not drawn) | -1% | 6% | -1%
68 | CSCCC(NC(=O)c1ccccc1)C(=O)N1CCN(C(=O)c2ccccc2)CC1 (stereo not drawn) | -1% | . | 2%
69 | Cc1ccc(Cn2c(=O)n(-c3cccc(C(F)(F)F)c3)c(=O)c3c(C)c(C)sc32)c(C)c1 | -6% | . | 1%
70 | COc1cc(/C=C/C(=O)N(C)CC(=O)Nc2ccccc2SC)cc(OC)c1OC | -3% | . | 1%
71 | CCOC(=O)N1CCN(C(=O)CN(Cc2ccccc2)S(C)(=O)=O)CC1 | -2% | -5% | -3%
72 | CCCn1c(/N=C/c2ccccc2O)nc2ccccc21 | ? | 7% | 7%
73 | O=C(COc1ccccc1)Nc1c2c(nn1-c1ccc(F)cc1)CS(=O)(=O)C2 | -5% | -5% | 4%
74 | CC(=O)c1ccc(NC(=O)CNC2CCCCC2)cc1 | -20% | -12% | -9%
75 | Cc1cccc(-n2ncc(C(=O)N3CCN(c4ccc(C)cc4C)CC3)c2C2CCN(C(=O)OC(C)(C)C)CC2)c1 | -5% | . | 8%
76 | O=C(NCc1ccc(Cl)cc1)c1cc(=O)[nH]c2ccc(S(=O)(=O)N3CCOCC3)cc12 | -2% | -4% | 3%
77 | S=C(NCc1cccs1)Nc1ccccc1 | 4% | 5% | 7%
78 | CCOc1ccc(/C=C/C(=O)N(CC)CC(=O)Nc2ccc3c(c2)OCCO3)cc1OC | -5% | 2% | 10%
79 | Cc1ccc(-n2c(C)cc(/C([O-])=C(/C(=S)Nc3ccc(F)c(Cl)c3)[n+]3ccccc3)c2C)cc1 | -2% | -14% | -2%
80 | O=C(NC1CCCCC1)NC1CCN(CC(=O)N2CCOCC2)CC1 | -5% | -8% | -1%
81 | COc1ccc(OC)c(CN2CCC(C(=O)N(C)CCc3ccc(OC)c(OC)c3)CC2)c1 | 3% | 5% | -4%
82 | Cc1ccc(/C=C/C2=NN(Cc3ccccc3Cl)C(=O)CC2)cc1 | -1% | 7% | -16%
83 | CCCCNC(=O)c1cnn2c(C)c(Cc3c(F)cccc3Cl)c(C)nc12 | 2% | . | 5%
84 | Cc1cc(C)nc(NC(=O)c2ccc(C)o2)n1 | -12% | -24% | -6%
85 | CCN(CC)C(=O)[C@H]1CC(CC(=O)NCCC2=CCCCC2)C(=O)N2CCc3c([nH]c4ccccc34)[C@]12C (stereo partly drawn) | -2% | . | -24%
86 | C=CCn1ccc(=NC=C(C#N)C#N)c2ccccc21 | -1% | -15% | -10%

Source: PubChem (National Center for Advancing Translational Sciences (NCATS))
